ALDH1A1 block = blocks purified human ALDH1A1 activity. P00352. 220,000 compounds, 7.3% hits. Potency, µM (doses to about 75.3 µM), for the others: at the top dose activity, negative = inhibition, actives largely listed as inhibitors. Purified ALDH1A1, NADH fluorescence, propionaldehyde substrate; active means well fitted inhibition curve with a large enough effect, not every such curve was filed as active; inconclusive means small, poorly fitted or top-dose-only effect, or another doubt; inactive means no such curve, though single readings can be large or run the other way;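 further: plate controls were no enzyme wells and a reference inhibitor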
Target sequence (P00352 whole entry, looked up): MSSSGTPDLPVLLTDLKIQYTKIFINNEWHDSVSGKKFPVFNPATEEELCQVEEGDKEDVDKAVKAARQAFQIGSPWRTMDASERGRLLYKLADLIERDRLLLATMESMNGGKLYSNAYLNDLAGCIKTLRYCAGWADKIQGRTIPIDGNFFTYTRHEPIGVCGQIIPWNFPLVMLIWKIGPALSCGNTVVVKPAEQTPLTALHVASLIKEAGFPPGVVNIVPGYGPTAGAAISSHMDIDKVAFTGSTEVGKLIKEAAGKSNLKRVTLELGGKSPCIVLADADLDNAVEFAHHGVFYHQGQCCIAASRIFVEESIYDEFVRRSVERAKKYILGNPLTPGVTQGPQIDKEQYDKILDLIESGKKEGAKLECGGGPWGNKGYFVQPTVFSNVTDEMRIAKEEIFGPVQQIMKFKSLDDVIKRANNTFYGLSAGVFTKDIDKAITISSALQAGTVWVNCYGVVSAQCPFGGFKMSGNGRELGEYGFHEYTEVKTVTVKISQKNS
Tau fluor counter = counter-screen for tau fibril formation inhibitors; tau K18 P301L Alexa594 fluorescence, heparin fibrillization; Potency, µM (series often up to 57.7 µM), for inactives: top-dose activity change, negative = decrease; 280,000 compounds, 0.93% hits; AID 1463; further: on the % scale 0 is the no-effect control and ±100 the full control effect; nearly all actives have a fitted effect of over 55% in size
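Human K18 P301L tau (15 uM unlabeled plus 0.24 uM Alexa 594-labeled, final) in 100 mM sodium acetate pH 7 was mixed with compound and 20 uM heparin and incubated 6 hr at 37 C.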
KDM4E inh = blocks human JMJD2E demethylase activity. B2RXH2. Potency, µM (top dose mostly 57.1 µM), without a hit: at the highest dose activity change, negative = inhibition, actives largely listed as inhibitors. JMJD2E catalytic domain, FDH-coupled NADH fluorescence (FDH is formaldehyde dehydrogenase). 230,000 compounds, 1.6% hits. AID 2147; active means well fitted inhibition curve with a large enough effect, not every such curve was filed as active; inconclusive means small, poorly fitted or top-dose-only effect, or another doubt; inactive means no such curve, though single readings can be large or run the other way;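 further: 0% = wells with enzyme and -100% = buffer wells without enzyme; nearly all actives have a fitted effect of over 50% in size; many of its hits are not listed in these tables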
Target sequence (B2RXH2 1-337 limits assumed): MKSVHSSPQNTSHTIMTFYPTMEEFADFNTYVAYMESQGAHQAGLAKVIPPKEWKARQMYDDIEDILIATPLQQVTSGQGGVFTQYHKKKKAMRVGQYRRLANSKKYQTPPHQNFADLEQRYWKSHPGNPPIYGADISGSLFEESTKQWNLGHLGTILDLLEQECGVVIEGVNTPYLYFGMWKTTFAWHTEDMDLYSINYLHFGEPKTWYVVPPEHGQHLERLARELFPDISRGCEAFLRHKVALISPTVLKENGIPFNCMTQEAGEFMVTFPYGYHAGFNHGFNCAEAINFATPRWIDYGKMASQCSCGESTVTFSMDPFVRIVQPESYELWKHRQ
HTT cytoprotect = Huntington cell model cytoprotection by ATP luminescence; PC12 HTT-Q103 induced, cytoprotection, ATP luminescence, 40 h; Potency, µM (top dose mostly 56.4 µM), inactives show cytoprotection (ATP increase), usual class: activators; 230,000 compounds, 0.14% hits;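 further: % of control where 0% means no effect; nearly all actives have a fitted effect of over 45% in size; toxic huntingtin expression switched on by the ecdysone agonist tebufenozide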
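Rat PC12, Q103 Htt exon1-GFP fusion, ecdysone promoter; tebufenozide inducer 100 nM final; compound titration; qHTS, 1500 cells/well; ATPlite luminescent read.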
SMN2 splice up = increases expression of the SMN2 splice variant. 210,000 compounds, 2.8% hits. Potency, µM (top dose mostly 46.1 µM), inactives show top-dose activity change, positive = activation, usual class: activators. AID 1458. HEK293 SMN2-luciferase splicing reporter, luminescence, 30-36 h; further: % of control where 0% means no effect; nearly all actives have a fitted effect of over 55% in size
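HEK293 cells carry an SMN2 […]–luciferase reporter in which exon 7 inclusion puts luciferase in frame. Cells were plated 10-12 h before compound addition, then incubated 30-36 h at 37C. ONE-Glo luminescence was read; sodium butyrate at 4.5 mM final served as control.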
Tau fibril ThT = inhibitors of human tau fibril formation, thioflavin T binding | Potency, µM (highest dose often 57.4 µM), inactives show top-dose activity, negative = inhibition, most hits filed as inhibitors | P10636 | recombinant tau K18 P301L, heparin-induced fibrillization, ThT fluorescence | 270,000 compounds, 2.1% hits | AID 1460; further: on the % scale 0 is the no-effect control and ±100 the full control effect; nearly all actives have a fitted effect of over 55% in size
Target sequence (P10636 561-689 P618L limits assumed): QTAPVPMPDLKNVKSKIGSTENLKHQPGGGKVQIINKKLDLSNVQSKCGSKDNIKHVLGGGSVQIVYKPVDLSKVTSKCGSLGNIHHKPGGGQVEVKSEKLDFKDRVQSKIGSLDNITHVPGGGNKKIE
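ThT emission at 510 nm, taken 1 hr after adding 30 uM dye, quantifies aggregates formed when 20 uM heparin acts on human tau K18 P301L for 6 hr at 37 C.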
Tau fibril FP = blocks human tau fibril formation measured by polarization; 280,000 compounds, 0.39% hits; AID 1468; K18 P301L tau heparin fibrillization, Alexa594 FP, 6 h; P10636; Potency, µM (doses to about 57.7 µM), without a hit: top-dose activity, negative = inhibition, most hits filed as inhibitors; further: on the % scale 0 is the no-effect control and ±100 the full control effect; nearly all actives have a fitted effect of over 55% in size
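K18 P301L tau (15 uM unlabeled/0.24 uM Alexa 594-labeled, final) + compound + heparin 20 uM final; 100 mM NaOAc pH 7; 6 hr 37 C; ThT 30 uM final added, 1 hr RT; FP ex 555/em 632 nm.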
HttQ103 aggreg = inhibitors of mutant huntingtin aggregate formation in PC12 cells. PC12 HttQ103-GFP aggregates, Acumen cytometry, 40 h. Potency, µM (highest dose often 46.1 µM), for inactives: top-dose activity change, negative = inhibition, hits mostly inhibitors. 220,000 compounds, 1.1% hits. AID 1688; further: on the % scale 0 is the no-effect control and ±100 the full control effect; nearly all actives have a fitted effect of over 60% in size
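Ecdysone-promoter PC12 model expressing HTT exon 1 Q103 fused to GFP, induced by tebufenozide at 100 nM final. Compounds titrated; aggregates sized 1–25 µm scored on a 488 nm laser cytometer.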
The depositor's hits bear a star; ? = inconclusive; · = not tested or not shown; & = joins results of further samples; [ ] = another dose, or the depositor's remark. Unless noted, the call rests on the fitted dose curve; in most records, active means well fitted curve in the direction sought with a large enough effect; inconclusive means small, poorly fitted or top-dose-only effect, or another doubt; inactive means no such curve, though single readings can be large; an effect the other way counts as inactive or inconclusive. Potency means the concentration at half of the fitted maximal effect. Only part of the results is shown; rates above refer to the full screens.

SMILES	ALDH1A1 block	Tau fluor counter	KDM4E inh	HTT cytoprotect	SMN2 splice up	Tau fibril ThT	Tau fibril FP	HttQ103 aggreg
CC(C)Cc1c2c([nH]c(=S)c1C#N)CCCC2	-8%	-1%	-1%	·	-12%	-11%	-2%	2%
N#C/C(=C\c1cc(Cl)ccc1O)C(=O)NC1CCCCC1	-12%	-10%	-5%	?	7%	-15%	2%	5%
O=C(NCCN1CCOCC1)c1ccc2c(c1)N(Cc1ccc(F)cc1)C(=O)CS2	2%	-8%	3%	-21%[10 µM]	4%	-18%	5%	-10%
O=C(NCc1ccccc1)C(C(=O)c1ccc(F)cc1)n1ccccc1=O (stereo not given)	-5%	-3%	-5%	-12%	0%	-7%	-5%	5%
Cc1c(Cl)c([N+](=O)[O-])nn1CCCC(=O)NCCc1ccccc1	-4%	-1%	13%	16%	16%	-6%	8%	-12%
C=C(C)C(=O)Nc1cccc(C2=NOC3(C2)C[C@@H](C(N)=O)N(C(=O)CCCCC)C3)c1 (stereo not given in full)	·	21%	-2%	-7%[10 µM]	·	10%	-1%	-6%[9.22 µM]
COC/C=C/C1=CC2=CC(=O)C(C)(OC(=O)c3cnc4ccccc4n3)C(=O)C2=CO1 (stereo not given)	0%	-7%	-11%	9%	2%	-7%	-2%	·
COc1cc(NC(=O)c2ccc([N+](=O)[O-])o2)ccc1NC(=O)c1cccs1	?	-28%	-4%	-11%	-28%	?	-9%	13%
COc1cc(/C=C(\C#N)C(=O)N2CCOCC2)ccc1OCc1ccccc1	-15%	9%	-17%	-3%	?	-1%	10%	2%
COc1ccc(-c2nc3ccccc3o2)cc1NC(=O)CSc1ccc(Cl)cc1	?	-11%&-10%	-6%	-33%[10 µM]	16%	12%&-5%	-13%&-6%	?
CCOC(=O)c1ccccc1NCN1C(=O)CSC1=O	?	-3%	?	-3%	2%	-9%	2%	9%
Cc1occc1C(=O)Nc1sc2c(c1C(N)=O)CCCCC2	?	-15%	?	-38%	?	?	6%	-26%
CCCCn1c(SCC(=O)NCC2CCCO2)nc2ccc(N3CCOCC3)cc2c1=O (stereo not given)	?	0%	?	-5%	-12%	-12%	4%	14%
COc1ccc(C2CCCN2C(=O)Nc2ccc(C)c(C)c2)cc1OC (stereo not given)	-6%	-10%	-2%	-19%	-6%	?	4%	-5%
Cc1ccc(-c2nnc(SCC(=O)CC(=O)Nc3ccccc3)n2C)cc1	3%	-12%	-3%	4%[10 µM]	7%	?	-1%	25%
COC(=O)C(CC(=O)c1ccc(Br)cc1)n1ccnc1 (stereo not given)	0.45µM*	2%	13%	-17%[10 µM]	-16%	?	10%	?
COc1cc(OC)c(-c2nc3c[n+](CC(=O)c4ccccc4)ccc3n2C)cc1OC	?	5%	-3%	-1%[10 µM]	?	-1%	12%	-13%
Cc1ccccc1/C=C/c1cc[n+](C)cc1	-14%	-4%	25µM*	-22%	-12%	-10%	0%	-29%
Cc1ccc(C)c(N(C(=O)Cn2nnc(-c3cccs3)n2)C(C(=O)NC2CC2)c2ccc(C)o2)c1 (stereo not given)	-7%	-6%	3%	3%	7%	-4%	5%	12%
Cc1cc(C)n(CC2CC(=O)N(c3ccc(Cl)cc3)C2=O)n1 (stereo not given)	10%	-11%	21%	10%[10 µM]	·	-4%	2%	-6%[9.22 µM]
O=C(c1ccccn1)N1CCN(C(=O)c2ccccn2)CC1	-4%	4%	2%	-19%	5%	16%	2%	15%
CCOc1ccc(NC(=O)c2ccccc2SC)cc1	·	-20%	9%	-6%[10 µM]	·	·	-4%	?
O=C(NCc1cccs1)C1CC(=O)N(c2ccc(F)cc2)C1 (stereo not given)	-3%	-5%	3%	-6%	-11%	-2%	-9%	-2%
CN(Cc1ncc[nH]1)C(=O)CC1C(=O)NCCN1Cc1c(F)cccc1Cl (stereo not given)	?	-6%[2.34 µM]	2%	19%[10 µM]	·	0%	6%	32%[9.22 µM]
O=C(CSc1nnc(CNC(=O)c2ccccc2)n1-c1ccc(F)cc1)Nc1ccccc1F	·	-24%	·	·	-1%	-18%	-2%	·
COc1ccc(CNC(=O)c2cnc(C)cn2)c(OC)c1	?	-5%	-3%	-24%[10 µM]	-9%	-9%	2%	3%
S=C(Nc1ccccc1Oc1ccccc1)Nc1cccc(Cl)c1Cl	?	-25%	-10%	-18%[10 µM]	-3%	-6%	-6%	2%
COc1ccc(N2C(=O)c3ccccc3S2(=O)=O)cc1	·	-5%	5%	-1%[10 µM]	·	·	-9%	-5%[9.22 µM]
COc1ccc(C(=O)NC2CCCCCC2)cc1S(=O)(=O)N1CCCc2ccccc21	?	-15%	-2%	-7%	-11%	-15%	14%	-1%[9.22 µM]
CC(C)NC(=O)CC(=O)N/N=C/c1c(F)cccc1Cl	5%	3%	-7%	·	-7%	3%	2%	·
CN1CCN(Cc2nc3c([nH]2)c(=O)[nH]c(=O)n3C)CC1	5%	-1%	-1%	18%[0.074 µM]	·	-8%	6%	7%
Cc1ccc(CSC2=Nc3ccccc3C3=NC(CCC(=O)N4CCN(c5ccccc5)CC4)C(=O)N23)cc1 (stereo not given)	·	-23%	·	·	28%	?	-4%	·
O=C(NNc1ccccn1)c1ccccc1CC[N+](=O)[O-]	0%	2%	-6%	5%	1%	-2%	3%	2%
C=CCn1c(SCc2nc3c(c(=O)[nH]c(=O)n3CCCC)n2CCC)nnc1-c1ccccc1	8%	-9%	4%	-6%	-17%	-9%	5%	-21%
Cc1ccc(C(=O)O/N=C2\CC3CCC2(C)C3(C)C)cc1 (stereo not given)	13µM*	-10%	-7%	3%[10 µM]	1%	?	1%	1%
Oc1cccc(/C=N/N2CCN(c3ccccn3)CC2)c1	·	-18%	2%	0%[10 µM]	·	?	3%	5%[9.22 µM]
Cc1ccccc1SCC(=O)N1CCN(c2ccc(C(F)(F)F)cn2)CC1	?	-13%	-1%	0%[1.9 µM]	-36%[inhibitor]	?	8%	10%
CCC(=O)N1CCc2cc(S(=O)(=O)NC(CC(C)C)C(=O)NCc3cccc(OC)c3)ccc21 (stereo not given)	·	-4%	·	·	-2%	-3%	-6%	·
CC1CC(C)(C)CC2(C1)NC(=O)N(CC(=O)NC1CCCc3ccccc31)C2=O (stereo not given)	9%	5%	-2%	·	4%	3%	13%	5%
Cc1cc(Cl)ccc1C(=O)C1CCCN(C(=O)c2n[nH]c3c2CCCC3)C1 (stereo not given)	10%	-8%	5%	5%	·	-16%	2%	-24%
O=[N+]([O-])c1ccc(-c2ccc(S(=O)(=O)NCCN3CCCC3)cc2)cc1	-1%	-6%	?	-15%	-50%[inhibitor]	?	1%	-20%
O=C(Cc1cccs1)Nc1nncs1	2%	-1%	7%	8%[0.074 µM]	?	-7%	4%	-12%
Cc1ccc(S(=O)(=O)Nc2nc(C)c(NC(=O)OCCCl)s2)cc1	?	-13%	0%	0%	24%	-7%	6%	-4%
O=C(c1ccc(N2CCCC2=O)cc1)N1CCN(c2ccccc2)CC1	9%	-6%	6%	5%	-5%	-13%	-1%	8%
CC1(C)CC(=O)C(C=NCCN2CCN(C(=O)C34CC5CC(CC(C5)C3)C4)CC2)=C(O)C1	7.9µM*	-11%	-10%	-1%	?	-22%	4%	4%
CCOC(=O)CC1OC(=O)c2cc3c(cc21)C(=O)OC3CC(=O)OCC (stereo not given)	·	5%	2%	-11%[10 µM]	·	1%	5%	-42%[9.22 µM]
CNc1oc(Cc2ccccc2)nc1S(=O)(=O)c1ccc(Cl)cc1	?	-4%	-9%	-15%	-19%	?	-5%	6%
CCOC(=O)Cc1csc(NC(=O)COc2ccc(N(C)S(=O)(=O)c3cccs3)cc2)n1	?	-22%	8%	16%[10 µM]	-27%	-12%	0%	8%
O=S(=O)(c1ccccc1)N1CCN(Cc2cccc(Cl)c2)CC1	?	-3%	?	-15%[0.074 µM]	12%	-2%	6%	-28%
CC(C)[C@H](NC(=O)OC(C)(C)C)[C@@H](O)CC(=O)C(C)(C)C	7%[13.5 µM]	-9%[11.6 µM]	·	-10%[10 µM]	·	-3%[11.5 µM]	-7%[11.6 µM]	·

Looked up above.
O=S(=O)(c1ccccc1)N1CCN(Cc2cccc(Cl)c2)CC1 in Tau fibril ThT → -2%
Cc1ccc(S(=O)(=O)Nc2nc(C)c(NC(=O)OCCCl)s2)cc1 in Tau fluor counter → -13%

Next part:
SMILES	ALDH1A1 block	Tau fluor counter	KDM4E inh	HTT cytoprotect	SMN2 splice up	Tau fibril ThT	Tau fibril FP	HttQ103 aggreg
Cc1ccc(S(=O)(=O)N(CC(=O)NCc2ccco2)Cc2ccccc2F)cc1	?	-5%	-11%	-26%[10 µM]	-12%	-11%	2%	4%
O=C(Nc1nnc(C2CC2)s1)c1ccncc1	15%	-4%	-3%	-4%	15%	-1%	3%	-3%
Cc1ccc(OCC(=O)NC(=S)Nc2cccc(C)n2)cc1	13%	3%	-5%	10%[10 µM]	3%	-6%	-2%	-12%
CC(C)(C)NC(=O)NC(=O)CSc1nnc2ccccn12	2%	1%	-19%	-12%	?	2%	-6%	8%
CCCCN1C(=O)C(CC(=O)NCC)SC1=Nc1ccccc1 (stereo not given)	?	1%	-4%	6%[10 µM]	4%	-4%	?	-5%
Brc1ccc2ncc(Br)cc2c1	4%	4%	8%	5%[10 µM]	6%	-2%	6%	11%
Cc1oc(-c2ccc(Cl)cc2)nc1CN1CCCC(C(=O)NCCCN2CCOCC2)C1 (stereo not given)	3%	-6%	9%	-32%	-18%	-19%	3%	-2%
CC(NC(=O)COC(=O)CCc1nc(=O)c2ccccc2n1C)c1ccccc1 (stereo not given)	2%	-12%	-8%	-18%	·	-11%	-2%	-8%
Cc1nnc2sc(-c3ccncc3)nn12	-4%	-7%	5%	-15%[0.074 µM]	10%	2%	7%	-1%
CCCN(C(=O)CSc1nnnn1C)c1c(N)n(Cc2ccccc2)c(=O)[nH]c1=O	3%	9%	1%	14%[10 µM]	21%	5%	1%	5%
